# Abeta yeast res – qHTS for compounds that reverse cellular toxicity of Amyloid beta (A-beta) peptide in yeast: Primary Screen. 410,000 compounds, 0.063% hits. Potency, µM (titrated, usually from 46.1 µM), without a hit: at the top dose growth rescue, hits mostly activators. yeast expressing A-beta42, growth rescue, OD600, 48 h; response scale: 0% DMSO, 100% iron-clioquinol control; further: potency means the concentration at half of the fitted maximal effect; nearly all actives have a fitted effect of over 55% in size
#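 Yeast A-beta toxicity model in growth medium with pinned compounds, 48 h at 30 C; growth read as absorbance at 600 nm. Normalized to FeCl3/clioquinol equimolar mix (positive) and DMSO (negative).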
# PLK1 PBD block – qHTS for Inhibitors of PLK1-PDB (polo-like kinase 1 - polo-box domain): Primary Screen | Plk1 PBD binding of FITC phosphopeptide, fluorescence polarization | Potency, µM, for inactives: max response, negative = inhibition, actives largely listed as inhibitors | 360,000 compounds, 2.8% hits | AID 720504, 2013; further: potency means the concentration at half of the fitted maximal effect; series mostly up to about 57 µM; on the % scale 0 is the no-effect control and ±100 the full control effect; nearly all actives have a fitted effect of over 65% in size
# EPAC1 antag – qHTS for Antagonist of cAMP-regulated guanine nucleotide exchange factor 3 (EPAC1): primary screen | Rap guanine nucleotide exchange factor 3 (Homo sapiens), O95398 | EPAC1 GEF assay, Rap1b-BODIPY-GDP exchange fluorescence | Potency, µM (titrated, usually from 115 µM), inactives show at the top dose activity change, negative = inhibition, most hits filed as inhibitors | 360,000 compounds, 0.14% hits | AID 720709, 2013;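 further: potency means the concentration at half of the fitted maximal effect; plate controls were vehicle for no effect and positive control for full effect; nearly all actives have a fitted effect of over 50% in size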
# WRN inhibitor – qHTS for Inhibitors of WRN Helicase | AID 651768, 2012 | 360,000 compounds, 0.46% hits | WRN helicase unwinding, fluorescent forked duplex, kinetic | Potency, µM (top dose mostly 114 µM), for inactives: top-dose activity change, negative = inhibition, hits mostly inhibitors; further: potency means the concentration at half of the fitted maximal effect; on the % scale 0 is the no-effect control and ±100 the full control effect; nearly all actives have a fitted effect of over 55% in size
# Target sequence (Q14191 whole entry, looked up): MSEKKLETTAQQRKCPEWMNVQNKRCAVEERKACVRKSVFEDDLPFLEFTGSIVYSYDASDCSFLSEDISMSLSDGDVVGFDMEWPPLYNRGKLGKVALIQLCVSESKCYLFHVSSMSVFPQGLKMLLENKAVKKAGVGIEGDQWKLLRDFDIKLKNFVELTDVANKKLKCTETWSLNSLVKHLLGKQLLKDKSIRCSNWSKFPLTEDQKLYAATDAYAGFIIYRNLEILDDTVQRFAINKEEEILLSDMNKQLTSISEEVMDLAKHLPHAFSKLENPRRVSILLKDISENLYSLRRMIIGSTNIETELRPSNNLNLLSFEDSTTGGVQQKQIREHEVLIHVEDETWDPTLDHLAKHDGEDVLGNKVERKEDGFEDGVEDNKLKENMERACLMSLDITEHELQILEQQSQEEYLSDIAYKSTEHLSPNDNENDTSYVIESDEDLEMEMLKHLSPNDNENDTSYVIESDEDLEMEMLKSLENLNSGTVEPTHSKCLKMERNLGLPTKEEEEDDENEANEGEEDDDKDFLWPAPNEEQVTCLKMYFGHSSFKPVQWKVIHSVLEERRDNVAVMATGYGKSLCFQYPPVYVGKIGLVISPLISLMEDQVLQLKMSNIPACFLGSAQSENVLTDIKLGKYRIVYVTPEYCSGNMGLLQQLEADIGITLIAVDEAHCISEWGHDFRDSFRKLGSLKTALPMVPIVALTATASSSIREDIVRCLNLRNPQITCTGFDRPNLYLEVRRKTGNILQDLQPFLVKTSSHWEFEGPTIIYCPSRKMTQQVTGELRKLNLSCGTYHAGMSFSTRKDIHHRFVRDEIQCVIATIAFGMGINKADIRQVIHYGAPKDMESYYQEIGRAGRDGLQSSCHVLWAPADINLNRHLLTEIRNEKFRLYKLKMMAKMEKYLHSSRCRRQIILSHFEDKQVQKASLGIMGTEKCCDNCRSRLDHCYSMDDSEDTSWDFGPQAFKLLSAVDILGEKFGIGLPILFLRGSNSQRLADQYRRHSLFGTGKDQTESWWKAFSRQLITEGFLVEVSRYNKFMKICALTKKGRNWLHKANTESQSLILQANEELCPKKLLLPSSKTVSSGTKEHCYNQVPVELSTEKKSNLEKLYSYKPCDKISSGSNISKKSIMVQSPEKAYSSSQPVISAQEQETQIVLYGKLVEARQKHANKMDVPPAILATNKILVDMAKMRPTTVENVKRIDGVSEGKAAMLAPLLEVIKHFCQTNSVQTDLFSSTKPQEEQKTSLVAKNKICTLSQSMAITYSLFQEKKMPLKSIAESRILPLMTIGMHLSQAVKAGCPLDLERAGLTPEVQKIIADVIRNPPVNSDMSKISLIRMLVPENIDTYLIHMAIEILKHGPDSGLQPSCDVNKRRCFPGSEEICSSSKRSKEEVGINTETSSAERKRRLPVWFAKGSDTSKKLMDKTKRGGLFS
#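 Kinetic red-fluorescence monitoring (525/598 nm) tracks WRN helicase activity after 100 nM fluorophore-quencher forked duplex and 2 mM ATP are added to 20 nM enzyme pretreated 15 min at room temperature with compound.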
# PI5P4K alpha inh – qHTS for Inhibitors of phosphatidylinositol 5-phosphate 4-kinase (PI5P4K); 330,000 compounds, 1.2% hits; max response, %; PI5P4Kalpha enzyme, ADP-Glo luminescence, 60 min; active compounds read low; AID 652105, 2013; active means max response of -50% or lower; inconclusive means between -30% and -50%; inactive means -30% or higher; further: value at the top dose of about 77 µM; on the % scale 0 is the no-effect control and ±100 the full control effect
#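 Luminescence from ADP-Glo served as readout of PI5P4Kalpha activity in a qHTS format. Reaction: enzyme, substrate, compound, ATP at 5 microM final, 60 min at RT.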
# FUS yeast rescue – qHTS for Suppressors of FUS Proteinopathy: Primary screen using FUS-linked yeast assay; S. cerevisiae FUS-expressing, growth rescue, OD600, 24 h; Potency, µM (doses to about 76.6 µM), inactives show at the highest dose growth rescue (activation), actives largely listed as activators; 390,000 compounds, 0.24% hits;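 further: potency means the concentration at half of the fitted maximal effect; plate controls were DMSO vehicle for no effect and reference control for full effect; nearly all actives have a fitted effect of over 55% in size; some results filed as inactive show a strong effect at the top dose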
#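 Cultures pregrown in 2.5% raffinose medium are shifted to minimal medium containing 2% galactose to express toxic FUS. Compounds are tested at several concentrations. After 24hr at 30C, growth is quantified at 600 nm absorbance.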
# EPAC1 agonist – qHTS for Agonist of cAMP-regulated guanine nucleotide exchange factor 3 (EPAC1): primary screen | Rap guanine nucleotide exchange factor 3 (Homo sapiens), O95398 | 360,000 compounds, 0.073% hits | EPAC1 agonist qHTS, biochemical assay; response scale: 100% = response to 6.5 mM cAMP | Potency, µM (titrated, usually from 154 µM), inactives show top-dose activation, actives largely listed as activators; further: potency means the concentration at half of the fitted maximal effect; nearly all actives have a fitted effect of over 60% in size
#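 EPAC1 100 nM, Rap1B–BODIPY-GDP 250 nM, unlabeled GDP 50 uM; compound titration; 5 min RT; kinetic read ex480/em540 at 5-min intervals ×30 min; data normalized to 6.5 mM cAMP agonist control.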
# IL-2 act – qHTS of IL-2 Activators; IL-2 activation reporter assay, cell-based qHTS; stimulated with anti-CD3/CD4/CD28 beads; in transgenic mouse T cells; activation, % (series mostly up to about 46 µM); 360,000 compounds, 0.065% hits; in the data active means activation above about 50%; inconclusive means mostly about 30% to 49%; further: 0% is about no effect
#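 Quantitative HTS in unstimulated transgenic mouse T cells, with memory T cells as non-tolerant control and PMA/ionomycin as tolerance-bypass control. Compound pretreatment lasted 60 minutes before 18 h bead stimulation; EGFP/DsRed fluorescence read.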
# * hit, by the source's call; ? = inconclusive; . = not tested or not shown; [ ] = another dose, or the depositor's remark. Unless noted, the call rests on the fitted dose curve; in most records, active means well fitted curve in the direction sought with a large enough effect; inconclusive means small, poorly fitted or top-dose-only effect, or another doubt; inactive means no such curve, though single readings can be large; an effect the other way counts as inactive or inconclusive.
SMILES,Abeta yeast res,PLK1 PBD block,EPAC1 antag,WRN inhibitor,PI5P4K alpha inh,FUS yeast rescue,EPAC1 agonist,IL-2 act
Cc1ccccc1N1C(=O)NC(=O)/C(=C\c2cc(C)n(C)c2C)C1=O,-15%,-13%,-3%,-16%,0,20%,0%,-0.4
COc1cc(O)c(C(=O)O)c(-c2cc(O)c(O)cc2C)c1,?,?,-5%,-9%,-23,-15%,-6%,0.6
CN(C)CCN(CC1CCCN(Cc2ccccc2F)C1)C(=O)Cc1ccc(F)c(F)c1 (configuration not stated),11%,-14%,-10%,0%,0,-11%,2%,0.0
COC(=O)C1=C(c2ccc(OC(F)(F)F)cc2)C[C@@H]2CC[C@H]1N2C(=O)NCc1cccc2ccccc12,6%,-1%,-17%,-7%,12,38%,.,0.1
Cc1cc(C)c(N=Cc2c(O)[nH]c(=O)[nH]c2=O)c(C)c1,-2%,-3%,-5%,2%,-3,14%,-3%,4.0
CN1C(=O)C(=Cc2ccc(N3CCOCC3)o2)C(=O)N(C)C1=O,-12%,106%[activator],-5%,-10%,-4,-27%,3%,2.8
CCC(C)(C)c1ccc(O)cc1,0%,-5%,-29%,0%,2,-26%,-17%,0.0
CN1CC=C(c2c[nH]c3ccccc23)CC1,6%,-9%,5%,1%,5,-21%,0%,-2.8
CC(=O)OC1=CC[C@H]2[C@@H]3CC[C@H]4C[C@H](OC(C)=O)[C@@H](OC(C)=O)C[C@]4(C)[C@H]3CC[C@]12C,4%,2%,13%,-2%,12,-5%,-7%,0.8
Cc1nn(-c2ccccc2)c2c1CC1(C(=O)N(C)C(=O)N(C)C1=O)C1CCCCN21 (configuration not stated),31%,-2%,3%,-1%,1,7%,2%,-2.4
C=Cn1ccnc1P(=S)(c1ccccc1)c1nccn1C=C,5%,2%,10%,2%,2,1%,0%,-4.5
Cc1cc(C)c(C)c(C(O)(C(=O)O)c2ccccc2)c1C (configuration not stated),14%,4%,-20%,-1%,6,.,5%,-2.5
C[C@]12CCC3C(CC[C@H]4[C@H](O)[C@H](O)CC[C@]34C)C1CC[C@@H]2O (some centres not stated),-2%,-4%,1%,11%,4,1%,0%,0.0
Cc1cccc(NC(=O)CN2CCN(C(=O)COc3cccc(Br)c3)CC2)c1C,9%,-11%,8%,3%,1,30%,3%,-0.1
CCS(=O)(=O)N1CCCC(C(=O)N2CCC3(CC2)OCCO3)C1 (configuration not stated),7%,2%,0%,-8%,15,7%,0%,-0.8
Nc1c2c(nc3sc4c(c13)CCCCC4)CCCC2,-21%,-2%,-15%,-4%,4,7%,-10%,-2.6
COc1ccc(C=C2C(=O)N(C)C(=O)N(C)C2=O)cc1CSc1ccccn1,15%,6µM*,-4%,?,?,4%,1%,-0.2
CCSc1cc(C2C(C#N)=C(N)Oc3n[nH]c(C)c32)c(C)o1 (configuration not stated),-35%[inhibitor],?,18%,6%,5,29%,-1%,-1.4
CCOC(=O)c1c(/N=C/C2C(=O)NC(=O)NC2=O)sc2c1CCC2,6%,51%[activator],-17%,-12%,1,8%,-12%,76*
CCOC(=O)c1sc2ccccc2c1NC(=O)c1coc2ccccc2c1=O,-13%,?,14%,-18%,0,-9%,13%,-2.2
CC(C)[C@H]1C(=O)O[C@H](C(C)C)C(=O)N(C)[C@@H](C(C)C)C(=O)O[C@H](C(C)C)C(=O)N(C)[C@@H](C(C)C)C(=O)O[C@H](C(C)C)C(=O)N1C,-8%,-8%,-18%,4%,-2,?,.,-0.9
O=C(O)CSC(=S)N1CC2CC(C1)c1cccc(=O)n1C2 (configuration not stated),-1%,-9%,-9%,-1%,6,-32%,4%,-1.5
CC(=O)C1C(=O)NC23CCCCC2C1c1ccccc1O3 (configuration not stated),-9%,2%,-5%,-14%,.,-6%,8%,-3.7
COc1ccc(CCNCc2sccc2C)cc1OC,12%,-3%,-1%,-3%,10,-19%,2%,-0.7
O=P(OCC(F)(F)C(F)F)(N1CCCCC1)N1CCCCC1,12%,1%,6%,-2%,9,45%,-3%,0.9

# 8 entries from above, sorted by SMILES length, descending.
SMILES,Abeta yeast res,PLK1 PBD block,EPAC1 antag,WRN inhibitor,PI5P4K alpha inh,FUS yeast rescue,EPAC1 agonist,IL-2 act
CC(=O)OC1=CC[C@H]2[C@@H]3CC[C@H]4C[C@H](OC(C)=O)[C@@H](OC(C)=O)C[C@]4(C)[C@H]3CC[C@]12C,4%,2%,13%,-2%,12,-5%,-7%,0.8
C[C@]12CCC3C(CC[C@H]4[C@H](O)[C@H](O)CC[C@]34C)C1CC[C@@H]2O (some centres not stated),-2%,-4%,1%,11%,4,1%,0%,0.0
Cc1nn(-c2ccccc2)c2c1CC1(C(=O)N(C)C(=O)N(C)C1=O)C1CCCCN21 (configuration not stated),31%,-2%,3%,-1%,1,7%,2%,-2.4
CN1C(=O)C(=Cc2ccc(N3CCOCC3)o2)C(=O)N(C)C1=O,-12%,106%[activator],-5%,-10%,-4,-27%,3%,2.8
CCS(=O)(=O)N1CCCC(C(=O)N2CCC3(CC2)OCCO3)C1 (configuration not stated),7%,2%,0%,-8%,15,7%,0%,-0.8
O=C(O)CSC(=S)N1CC2CC(C1)c1cccc(=O)n1C2 (configuration not stated),-1%,-9%,-9%,-1%,6,-32%,4%,-1.5
C=Cn1ccnc1P(=S)(c1ccccc1)c1nccn1C=C,5%,2%,10%,2%,2,1%,0%,-4.5
CN1CC=C(c2c[nH]c3ccccc23)CC1,6%,-9%,5%,1%,5,-21%,0%,-2.8

# Later entries:
SMILES,Abeta yeast res,PLK1 PBD block,EPAC1 antag,WRN inhibitor,PI5P4K alpha inh,FUS yeast rescue,EPAC1 agonist,IL-2 act
Oc1cc(Cl)c(Cl)c(Cl)c1Cl,-44%[inhibitor],-19%,-24%,-20%,9,12%,-14%,-1.3
O=C1CC(=O)N(Cc2ccccc2)C(=O)N1CCCCCCN1C(=O)CC(=O)N(Cc2ccccc2)C1=O,-31%,-23%,?,28µM*,-68*,22%,3%,1.4
COC(=O)C1=C(c2ccc(OC)c(OC)c2)C[C@@H]2CC[C@H]1N2C(=O)NCc1ccc(F)cc1,16%,-3%,-2%,-3%,0,4%,-6%,2.3
Cc1nc2ccccc2c(=O)n1-c1ccc(Br)cc1[N+](=O)[O-],11%,-2%,-6%,-13%,0,-40%,3%,1.6
CNC(=O)Oc1cc2c(cc1C(C)(C)C)CCC2,15%,0%,-7%,5%,-5,-1%,0%,-0.6
CN(C)CCCN=Cc1c(O)n(Cc2ccco2)c(=O)[nH]c1=O,-10%,-11%,-2%,1%,-14,23%,3%,1.7
Cc1ccc(-n2c(O)c(C=Nc3ccc(S(N)(=O)=O)cc3)c(=O)[nH]c2=O)cc1,-25%,0%,0%,2%,-3,7%,-2%,0.0
Cc1nc2ccccc2c(=O)n1-c1ccc(Cl)cc1Cl,4%,-2%,2%,-10%,5,-3%,-1%,-0.5
CC(=Nc1c(C)n(C)n(-c2ccccc2)c1=O)c1c(O)n(Cc2ccccc2)c(=O)[nH]c1=O,11%,-4%,-10%,-6%,-2,18%,5%,-2.4
Cc1ccc(-n2c(O)c(/C=N/NC(=O)c3ccncc3)c(=O)[nH]c2=O)cc1C,-15%,-1%,4%,?,-25,25%,-13%,4.2
O=C(CN1C(=O)CN=C(c2ccccc2Cl)c2cc(Cl)ccc21)NCc1ccco1,4%,-12%,4%,0%,-9,15%,-4%,0.6
Fc1cccc(F)c1-c1nc(-c2ccc(Cl)cc2)no1,-3%,-6%,1%,0%,47,2%,11%,-0.9
Cn1c(O)c(C=NC2CC3CCC2(C)C3(C)C)c(=O)[nH]c1=O (configuration not stated),20%,-7%,3%,-4%,-5,5%,7%,-0.3
COC(=O)C1=CO[C@@H](C)[C@@H]2CN3CC[C@]4(C(=O)Nc5ccccc54)[C@@H]3C[C@H]12,4%,-12%,-12%,-3%,-1,-18%,5%,-0.5
CCCCNC(C)Cc1ccccc1 (configuration not stated),-16%,-2%,4%,5%,-2,-48%,-23%,0.2
Cc1ccc2nc(-c3ccc(CN4CCC(n5c(=O)[nH]c6ccccc65)CC4)cc3)c(-c3ccccc3)nc2c1,-2%,4%,4%,-3%,-1,23%,-2%,-0.9
COc1ccc(-n2c(O)c(C(C)=NCCN3CCNCC3)c(=O)[nH]c2=O)cc1,5%,-7%,-8%,3%,-1,?,9%,-1.1
Nc1cccc2c1Cc1cc([N+](=O)[O-])ccc1-2,14%,-4%,-15%,-10%,-1,12%,-2%,0.5
C/C(=N\N1CCCCCC1)c1c(O)n(-c2ccccc2)c(=O)[nH]c1=O,-8%,-4%,?,8%,1,-8%,-8%,1.2
CC(C)(C)c1ccc(C(=O)C2CCCN(C3CCC3)C2)cc1 (configuration not stated),12%,0%,15%,3%,0,5%,-3%,-1.8
CCOC(=O)C1(CCCc2ccccc2)CCN(C2CCC2)CC1,-4%,-10%,-12%,-29%,2,20%,8%,0.4
CCC1(c2ccccc2)C(=O)NC(=O)NC1=O,-8%,-8%,4%,0%,0,-38%,-2%,0.3
COC(=O)C1=C(c2ccc(OC(F)(F)F)cc2)C[C@@H]2CC[C@H]1N2C(=O)NCCNC(C)=O,-4%,-6%,4%,8%,0,2%,-4%,-0.2
C=CCn1c(O)c(/C(C)=N/N2CCCCC2)c(=O)[nH]c1=O,-9%,-13%,4%,7%,1,-2%,6%,-1.8
N/C(=N/[N+](=O)[O-])N1CCN(C(=O)c2ccc(Cl)cc2)CC1,-1%,-5%,14%,12%,5,23%,9%,0.0

# One compound at a time, from the list above. Values in the order: Abeta yeast res	PLK1 PBD block	EPAC1 antag	WRN inhibitor	PI5P4K alpha inh	FUS yeast rescue	EPAC1 agonist	IL-2 act
# Cn1c(O)c(C=NC2CC3CCC2(C)C3(C)C)c(=O)[nH]c1=O (configuration not stated) is listed with 20%	-7%	3%	-4%	-5	5%	7%	-0.3
# CCC1(c2ccccc2)C(=O)NC(=O)NC1=O is listed with -8%	-8%	4%	0%	0	-38%	-2%	0.3

# An excerpt (hit frequency here may not be typical).
